HTRA1 inhibitor = HTRA1 (human) protease inhibition. 340,000 compounds, 0.5% hits. Q92743. inhibition, % at 5.96 µM. recombinant HTRA1, FP-rhodamine activity-based probe, fluorescence polarization. AID 504803; in the data active means inhibition above about 36%;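 further: 0% = enzyme with DMSO and 100% = wells lacking enzyme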
NPR2 activator = GC-B (human) receptor activation; HEK293-GC-B cells, CNP EC30, cGMP TR-FRET; 0% at EC30 CNP, 100% saturating CNP; P20594; activation, % at 10 µM; 370,000 compounds, 0.11% hits;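 active means activation at 10 µM reaching about 35% in either raw or pattern-adjusted values, limit read from the data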
Target sequence (P20594 whole entry, looked up): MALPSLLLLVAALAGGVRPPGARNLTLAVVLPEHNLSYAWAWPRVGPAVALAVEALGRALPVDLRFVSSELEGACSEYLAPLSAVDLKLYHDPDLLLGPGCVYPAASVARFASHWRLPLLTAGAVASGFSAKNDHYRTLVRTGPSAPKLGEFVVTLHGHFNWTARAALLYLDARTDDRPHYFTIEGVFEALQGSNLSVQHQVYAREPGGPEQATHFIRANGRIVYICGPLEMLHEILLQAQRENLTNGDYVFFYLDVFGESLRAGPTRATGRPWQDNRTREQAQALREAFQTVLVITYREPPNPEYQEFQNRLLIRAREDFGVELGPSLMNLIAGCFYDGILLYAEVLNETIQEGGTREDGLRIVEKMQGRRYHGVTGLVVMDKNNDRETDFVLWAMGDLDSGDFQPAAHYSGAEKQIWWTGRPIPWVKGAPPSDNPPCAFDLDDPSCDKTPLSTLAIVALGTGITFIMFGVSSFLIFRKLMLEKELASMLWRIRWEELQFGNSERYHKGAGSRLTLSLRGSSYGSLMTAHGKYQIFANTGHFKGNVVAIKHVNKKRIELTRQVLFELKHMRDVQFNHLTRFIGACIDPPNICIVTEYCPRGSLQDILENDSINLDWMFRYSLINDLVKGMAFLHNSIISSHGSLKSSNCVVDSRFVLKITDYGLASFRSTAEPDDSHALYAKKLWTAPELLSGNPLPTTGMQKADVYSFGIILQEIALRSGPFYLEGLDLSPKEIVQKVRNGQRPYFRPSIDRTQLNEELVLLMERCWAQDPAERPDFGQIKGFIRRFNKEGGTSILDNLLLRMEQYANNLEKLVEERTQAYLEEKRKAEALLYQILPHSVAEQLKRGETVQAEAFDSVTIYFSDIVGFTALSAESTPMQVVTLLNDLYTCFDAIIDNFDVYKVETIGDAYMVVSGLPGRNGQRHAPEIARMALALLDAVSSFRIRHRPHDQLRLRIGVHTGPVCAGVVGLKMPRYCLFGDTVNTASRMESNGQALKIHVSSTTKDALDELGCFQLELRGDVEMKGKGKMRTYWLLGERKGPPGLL
SIAE primary = blocks human sialic acid acetylesterase; SIAE FP-Rh probe binding, fluorescence polarization; inhibition, % at 9.66 µM; 370,000 compounds, 0.69% hits;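 active means inhibition above a cutoff: mean of compounds within the control limits plus 3 SD of those, cut at about 17% in these data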;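 further: 0% = plate median of compound wells and 100% = probe without SIAE protein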
PRMT1 inh = blocks human protein arginine methyltransferase 1; Q99873; recombinant PRMT1, activity-based probe fluorescence polarization; inhibition, % at 2.79 µM; 370,000 compounds, 1.3% hits;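 active means inhibition above about 21% made by adding two undisclosed values, limit read from the data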
TCR CD3 inh = blocks the human TCR-CD3 interaction; TAMRA-labeled TCR probe fluorescence, biochemical; AID 651800; 360,000 compounds, 0.37% hits; inhibition, % at 9.4 µM; in the data active means inhibition above about 19%;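 further: recombinant mutant TCR 2C K166C tagged with TAMRA read by polarization; 0% = receptor in buffer alone and 100% = receptor with positive control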
rCAG binder = binds r(CAG) RNA repeats; r(CAG) RNA repeat, TO-PRO-1 dye displacement fluorescence; inhibition, % at 3 µM; 370,000 compounds, 1.3% hits;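 active means inhibition above the plate cutoff, the mean of all test compounds on that plate plus 3 SD, cut at about 35% in these data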;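 further: 0% = DMSO alone and 100% = 100 µM mitoxantrone as full dye displacement; higher means more dye released from RNA so lower well fluorescence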
MBD2 DNA inh = MBD2-methylated oligo binding inhibition; TR-FRET, MBD2 binding to methylated oligonucleotide; 370,000 compounds, 0.31% hits; Q9UBB5; inhibition, % at 4.4 µM; AID 686964; in the data active means inhibition above about 13%
ABHD4 inh = ABHD4 (mouse) inhibition, primary FP screen | 370,000 compounds, 0.54% hits | Q8VD66 | inhibition, % at 8.92 µM | purified mABHD4, FP-Rh probe fluorescence polarization;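 active means inhibition exceeding the mean over every tested compound plus 3 SD, cut at about 30% in these data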;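 further: 0% = plate median of compound wells and 100% = S159A mutant with DMSO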
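Test system: mABHD4 protein; Read-out basis: % inhibition; Incubation: 45 min + 60 min at 25 °C; Repeats: single replicate; Technique: fluorescence polarization with parallel and perpendicular emission, 525/598 nm; Compound: 8.92 µM, single dose; Benchmarks: full inhibition S159A mutant plus DMSO, zero as sample-well median.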
LEDGF integ inh = blocks HIV-1 LEDGF/p75-dependent DNA integration. 370,000 compounds, 0.64% hits. TR-FRET IN-LEDGF/p75 DNA integration, Eu/Cy5. inhibition, % at 3.7 µM. AID 743269;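 active means inhibition above the screen-wide mean plus 3 SD, cut at about 13% in these data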;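 further: signal is the Cy5 over europium emission ratio at 671 and 618 nm; 0% = plate median of compound wells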
TDP2 absorb = TDP2 (human) inhibition, absorbance primary screen. recombinant TDP2, T5PNP hydrolysis, p-nitrophenol absorbance 415 nm. inhibition, % at 12.8 µM. 370,000 compounds, 0.34% hits. O95551;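 active means inhibition above the mean of all tested compounds plus 3 SD, set per campaign, cut at about 25% in these data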;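 further: 0% = DMSO with enzyme and 100% = buffer with substrate but no TDP2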
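test system = human TDP2 enzyme | input = TDP2 enzyme at 120 nM final | medium = 50 mM Tris-HCl pH 7.5 with Mg2+, KCl, DTT, BSA | also added = T5PNP substrate, 5 mM | times = 2 h at 37 °C | technique = epi absorbance | benchmarks = high control without enzyme, low control DMSO plus TDP2 | replication = each compound tested once, singlicate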
Numbers without * were called inactive; · = no result given.

SMILES	HTRA1 inhibitor	NPR2 activator	SIAE primary	PRMT1 inh	TCR CD3 inh	rCAG binder	MBD2 DNA inh	ABHD4 inh	LEDGF integ inh	TDP2 absorb
O=S(=O)(Nc1ccc2cn[nH]c2c1)c1ccccc1	0.3	1.2	7.5	-1.1	6.8	3.5	-2.3	3.7	1.6	5.8
O=C(NCCSc1ccc(Br)cc1)c1ccc2nc[nH]c2c1	-5.0	-3.8	1.9	4.5	10.5	4.0	5.8	5.8	-3.6	-3.1
O=C1CC(N2CCN(Cc3ccc4c(c3)OCO4)CC2)C(=O)N1c1cccc2ccccc12 (centres undefined)	0.9	11.1	-0.6	13.5	2.3	-3.8	0.3	3.8	-2.5	4.6
O=C(CCNS(=O)(=O)c1ccccc1C(F)(F)F)NNC(=O)C1COc2ccccc2O1 (centres undefined)	-3.5	3.1	3.3	-2.3	-2.2	5.4	3.8	41.5*	1.1	4.8
COc1ccc(-n2cnc3cc([N+](=O)[O-])ccc32)cc1	-1.0	-6.3	3.0	-2.5	1.0	-1.9	2.6	-0.9	3.1	2.9
O=C1NCCCC1C(=O)N/N=C/c1cc([N+](=O)[O-])ccc1O (centres undefined)	7.5	-6.2	-2.9	3.0	-6.4	-1.2	4.4	-0.5	-8.3	-13.9
COc1cc(OC)cc(C(=O)N/N=C/c2ccc(OC)c(COc3ccc4ccccc4c3)c2)c1	-89.4	-7.3	-84.0	-2.1	39.6*	17.1	6.9	-83.0	-0.1	-15.2
CC1(C(=O)NS(=O)(=O)C2CC2)CCCN(C(=O)c2ccc(C(F)(F)F)cc2)C1 (centres undefined)	·	-0.1	-0.5	0.9	8.5	4.2	-3.9	2.0	-0.8	5.0
CCC(C)NC(=O)C(=O)NCC1CCCN1CC (centres undefined)	2.2	3.1	-5.2	3.9	-0.6	-0.7	-4.4	1.6	-3.7	-9.8
C=CCSc1nnc2nc3[nH]c4c(C)cccc4c3nn12	-3.1	-0.1	1.6	5.4	-4.7	12.3	-4.6	-2.3	-2.5	-3.8
O=C(CNC(=O)/C=C/c1ccccc1)N=Nc1c(O)n(Cc2ccccc2)c2ccccc12	·	3.0	-20.2	-1.9	2.8	2.1	0.3	1.2	1.0	-3.9
CCSc1cc(N2CCCC2)nc(-c2ccc(F)cc2)n1	-3.1	-3.9	-13.2	-3.4	5.2	5.0	0.9	-4.3	-0.3	-18.9
COc1cccc(CNc2nc3cc(-c4cccc(C(=O)NCCO)c4)sc3c(=O)n2C)c1	·	2.5	-83.7	2.3	-1.4	7.6	-3.4	-1.8	-0.2	4.5
COC(=O)c1c(-c2ccccc2)c(-c2ccccc2)nn(C)c1=O	1.7	2.7	-3.9	3.0	1.7	-6.4	8.3	3.6	-2.2	9.1
Cc1ccc(C(C(=O)NC2CCCCC2)N2CCCC2)cc1 (centres undefined)	-4.0	-18.7	1.3	-1.0	0.6	-6.3	0.5	8.0	-1.8	0.5
COCCNC(=O)C(=O)c1cc(C)n(-c2ccc([N+](=O)[O-])cc2)c1C	-5.8	-1.7	1.4	-2.0	4.7	0.5	-2.7	0.7	-2.7	0.6
CN(Cc1ccccc1)C(=O)COc1cc(=O)n(C)c2ccccc12	6.1	-0.4	-4.8	-0.1	-6.7	-0.8	0.2	0.1	0.7	-1.2
COc1ccc(-c2cc(C(F)(F)F)n3ncc(C(=O)O)c3n2)cc1OC	1.8	-8.0	0.3	0.2	8.3	4.7	2.9	-2.7	-0.4	-10.8
COc1c(C)cc(S(=O)(=O)NC2CC(C)(C)NC(C)(C)C2)c(C)c1C	-2.5	1.2	-6.5	-0.1	9.7	1.7	1.5	-2.7	-0.3	2.1
COCc1cc(C)n(CC(=O)N2CCCC2)c(=O)c1C#N	8.0	0.8	-6.0	-0.3	0.3	-0.3	-1.1	1.3	-1.9	2.8

3 compounds from above, ordered by the value under TDP2 absorb, largest number first:
smiles	HTRA1 inhibitor	NPR2 activator	SIAE primary	PRMT1 inh	TCR CD3 inh	MBD2 DNA inh	ABHD4 inh	LEDGF integ inh	TDP2 absorb
O=C(CCNS(=O)(=O)c1ccccc1C(F)(F)F)NNC(=O)C1COc2ccccc2O1 (centres undefined)	-3.5	3.1	3.3	-2.3	-2.2	3.8	41.5*	1.1	4.8
O=C(NCCSc1ccc(Br)cc1)c1ccc2nc[nH]c2c1	-5.0	-3.8	1.9	4.5	10.5	5.8	5.8	-3.6	-3.1
COc1ccc(-c2cc(C(F)(F)F)n3ncc(C(=O)O)c3n2)cc1OC	1.8	-8.0	0.3	0.2	8.3	2.9	-2.7	-0.4	-10.8

Continued.
SMILES	HTRA1 inhibitor	NPR2 activator	SIAE primary	PRMT1 inh	TCR CD3 inh	rCAG binder	MBD2 DNA inh	ABHD4 inh	LEDGF integ inh	TDP2 absorb
COc1ccc(Cl)cc1C(=O)Nc1ccc(S(=O)(=O)N2CCCC2)cc1	1.6	-4.0	-1.6	0.2	2.9	-0.6	-0.1	-3.1	-2.7	2.5
O=C(CCC1CCCC1)N1CCN(C(=O)C2CC2)CC1	0.1	0.2	0.5	-1.6	12.8	3.2	-2.4	4.3	1.6	-8.5
CC(OC(=O)CCN=C1NS(=O)(=O)c2ccccc21)C(=O)Nc1ccccc1F (centres undefined)	-3.4	-2.0	4.4	-0.8	3.7	-1.4	-1.3	-2.1	3.1	-0.2
Cn1cccc1/C=N\NC(=O)C1COc2ccccc2O1 (centres undefined)	-6.2	-7.4	10.4	-4.0	2.8	-1.4	-2.9	1.5	2.0	23.8
CCCNC(=O)C1(C)CCCN(Cc2ccc(Cl)cc2)C1 (centres undefined)	·	-1.3	-5.4	-3.8	1.3	-0.2	-2.9	5.3	2.2	-0.1
Cc1ccc(S(=O)(=O)N2CCN(C(=S)NCc3ccc4c(c3)OCO4)CC2)cc1	-15.3	6.4	0.4	-0.9	0.3	2.7	-4.0	-8.6	-1.7	1.1
CCN(Cc1ccccc1)C(=S)Nc1cc(C(=O)OC)ccc1C(=O)OC	-1.0	-0.6	-2.3	0.5	-10.5	-1.0	2.4	-2.5	4.5	-2.8
CCOCCCNC(=O)CN1C(=O)c2cccc3cccc1c23	6.5	4.8	-4.1	0.6	0.9	-2.1	-10.4	-5.1	-1.9	-1.8
COc1cc(/C=C(/C#N)c2nc3ccccc3[nH]2)ccc1OCC(=O)Nc1ccccc1C	-2.6	2.6	0.0	0.9	4.1	4.7	0.2	0.8	-4.7	-11.7
COc1ccc(-c2cc3c(=O)n(CC(=O)NCc4ccccc4F)ncn3n2)cc1	-0.7	-4.8	0.7	-2.9	2.6	2.5	2.2	4.0	3.3	-10.2
Cc1cn(S(=O)(=O)c2ccc(Cl)cc2)c(C)n1	0.2	-4.1	0.1	1.2	2.3	-0.3	-2.0	6.5	-2.4	6.5
CCN(C(=O)C1CCCN1S(=O)(=O)c1cccnc1)c1ccccc1 (centres undefined)	·	2.2	1.9	-4.3	·	1.3	-0.8	-9.7	5.5	-1.7
N#CCC(=O)Nc1ccc(C(=O)NCCc2c[nH]c3ccccc23)cc1	-8.2	-4.3	-17.8	-5.1	5.3	18.2	-5.7	-25.9	1.3	1.2
CCn1c(=O)c2ccccc2n2c(SCC(=O)N3CCCc4ccccc43)nnc12	9.4	-2.5	-10.7	-1.0	5.5	-3.9	-2.3	4.7	-1.8	3.9
CCOC(=O)NCc1ccc(Cl)c(Cl)c1	-2.3	3.6	-4.6	-1.2	3.5	-0.5	2.2	1.5	-0.2	9.1
CN(CC(=O)N1CCCCCC1)S(=O)(=O)c1ccc(Br)s1	·	-1.3	-0.1	-2.0	-0.8	-8.2	-2.7	0.1	-1.2	4.2
CCCCOc1ccc(C(=O)N/C(=C/c2cccc([N+](=O)[O-])c2)C(=O)O)cc1	-1.2	0.2	-6.8	1.2	1.6	23.7	-1.4	-9.1	9.5	0.1
Cc1cc(NC(=O)CCC(=O)N(CC(=O)NC2CCCC2)Cc2ccco2)no1	0.9	-1.7	-2.0	1.4	-4.4	4.2	-3.1	2.5	1.5	-4.5
CCN1CCc2c(OCC(=O)Nc3cccc(C)c3)cccc2C1=O	-4.7	-4.0	0.5	0.7	2.1	-2.9	1.4	-0.5	-1.9	1.3
COc1ccc(C(=O)NC2CCCCC2)cc1OC1CCN(C(C)C)CC1	-0.6	2.9	10.1	-0.7	3.7	-3.7	-1.6	-2.8	1.3	4.8
COc1cc(/C=N/NC(=O)C2CC(=O)N(c3ccc(C)cc3)C2)cc(OC)c1OC (centres undefined)	13.2	-1.2	0.2	-1.0	-5.8	-8.6	2.7	4.4	-1.6	-0.8
COc1cc(NC(=S)NCc2cccs2)cc(OC)c1	0.7	-2.0	-1.2	-0.7	7.7	1.4	-1.4	6.2	-1.8	9.1
CN(CCc1ccccn1)C(=O)CCC1CCCN(C(=O)c2cscn2)C1 (centres undefined)	-5.1	0.1	-2.2	2.1	-0.5	-5.0	-2.7	2.0	1.5	8.9
COc1ccc(-c2cn3c(C)c(C(=O)NCCN4CCOCC4)sc3n2)cc1	-5.6	2.6	6.8	0.9	3.1	8.4	-1.4	10.6	1.1	0.1
Cc1ccc(C(CC(=O)N2CCNCC2)c2ccccc2)c(O)c1C (centres undefined)	-5.2	-11.9	4.5	-4.6	5.7	1.5	-7.4	-1.3	4.3	7.7
CCc1nnc(SCC(=O)N2CCCc3ccccc32)nc1CC	-4.6	0.6	2.9	-1.1	-5.8	2.0	-3.1	-8.0	3.0	-13.3
CCS(=O)(=O)n1nc(-c2ccco2)nc1N	0.7	-1.8	-3.4	0.7	4.9	3.0	3.1	0.4	-2.4	15.1
Cc1nnc(NC(=O)CSc2nnc(C)c(=O)n2N)s1	-1.8	0.4	3.5	-3.2	1.2	0.8	0.9	-6.0	-4.3	12.0
Cc1ccc(S(=O)(=O)NC(Cc2ccc(Cl)cc2)C(=O)O)cc1 (centres undefined)	4.7	5.2	2.2	3.0	3.6	12.5	3.5	5.2	-1.2	20.1
O=C(/C=C/c1ccc(Cl)cc1Cl)OCC(=O)N1CCCC1	-7.1	-3.1	6.0	1.8	-8.2	2.3	-1.1	-33.7	-1.9	2.5
COc1cc(OC)c2ccc(=O)oc2c1C(CCN1CCCCC1)c1ccc(N(C)C)cc1 (centres undefined)	4.5	-7.3	-4.9	-3.1	-0.6	4.1	-1.1	-0.1	-4.5	-3.9
O=C(Nc1ncccc1O)c1cccc(S(=O)(=O)N2CCN(c3ccc(F)cc3)CC2)c1	-3.6	-1.2	0.2	5.7	4.0	5.8	-6.3	5.3	1.9	-1.4
Cc1cccc(NC(=O)CSCC(=O)OCc2ccccn2)c1	9.9	3.1	4.8	13.6	-3.3	-3.2	1.4	-12.8	-2.3	-17.7
CSc1ccccc1NC(=O)CN(C)CC(=O)c1[nH]c(C)c(C(C)=O)c1C	-2.2	-0.6	-2.6	3.0	-4.2	4.6	4.6	-5.4	-4.4	1.6
CCSc1nnc(NC(=O)C(C)(C(F)(F)F)C(F)(F)F)s1	4.9	1.7	8.1	-2.1	6.8	1.2	3.6	-9.9	2.7	-6.2
CN1CCN(c2nc3ccccn3c(=O)c2/C=C(\C#N)S(=O)(=O)c2ccc(Cl)cc2)CC1	0.9	-5.3	5.4	-0.6	-20.6	6.5	1.0	-6.9	2.4	-13.2

The list is partial, so the mix of outcomes need not match the whole.
